# Screening results from PubChem BioAssay.
# phage Ecoli inh: E. coli growth loss with phage present | growth absorbance | inhibition, % at 11.9 µM | actives 0.26% (n = 360,000); in the data active means inhibition above about 11%
# PKA-R1A activ: PKA-R1A complex activation; actives 0.083% (n = 340,000); activation, % at 11.4 µM; P00514+P68181; AID 504707; PKA-R1A dissociation, Cy5-IP20 fluorescence polarization; scaled: DMSO 0%, 113 µM cGMP 100%;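 active means percent activation above the mean of all tested compounds plus 3 SD, cut at about 19% in these data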;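 further: higher means more PKAc released from R1A so a rise in polarization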
# Tat transport: E. coli Tat transport inhibition | E. coli MC4100 TorA-mCherry Tat export, fluorescence | inhibition, % at 10 µM | actives 0.036% (n = 340,000);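 active means mean replicate inhibition at least 50% and at least half of replicates individually reaching 50%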;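 further: exported cargo escapes ClpAP degradation while cytoplasmic cargo is degraded and loses fluorescence; 0% = median of neutral control wells and 100% = median of NaSCN control wells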
# PKA-R2B activ: PKA-R2B complex activation; P22694+P31323; PKA-R2B holoenzyme dissociation, Cy5-IP20 fluorescence polarization; R2B truncated from residue 108, S112A mutant; 0% DMSO only, 100% 113 µM cGMP; activation, % at 11.4 µM; actives 0.079% (n = 340,000);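 active means activation above a cutoff set at the mean over all compounds plus 3 SD, cut at about 18% in these data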;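 further: higher means more holoenzyme dissociation and a rise in polarization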
# MOR-DOR inv ag: inverse agonists of human mu-delta opioid receptor heterodimerization. cell-based MOR-DOR heterodimer luminescence, inverse agonism. inhibition, % at 9.3 µM. actives 0.21% (n = 340,000); in the data active means inhibition above about 22%, passing the limit was not always enough;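 further: 0% = cells with DMSO and 100% = wells without cells with DMSO; values of inactives mirror those of a sister screen read the other way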
# Target sequence (P35372 whole entry, looked up): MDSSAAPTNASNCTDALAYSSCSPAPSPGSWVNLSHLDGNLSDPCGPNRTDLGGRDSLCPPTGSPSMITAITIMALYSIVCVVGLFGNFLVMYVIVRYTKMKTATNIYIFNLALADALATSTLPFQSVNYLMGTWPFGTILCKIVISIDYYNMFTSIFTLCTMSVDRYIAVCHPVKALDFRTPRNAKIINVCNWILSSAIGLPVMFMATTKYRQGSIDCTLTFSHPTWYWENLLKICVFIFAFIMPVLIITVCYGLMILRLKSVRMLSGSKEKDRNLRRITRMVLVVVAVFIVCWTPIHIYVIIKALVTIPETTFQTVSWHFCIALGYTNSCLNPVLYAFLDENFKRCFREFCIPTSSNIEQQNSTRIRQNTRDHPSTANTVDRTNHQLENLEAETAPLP
# Target sequence (P41143 whole entry, looked up): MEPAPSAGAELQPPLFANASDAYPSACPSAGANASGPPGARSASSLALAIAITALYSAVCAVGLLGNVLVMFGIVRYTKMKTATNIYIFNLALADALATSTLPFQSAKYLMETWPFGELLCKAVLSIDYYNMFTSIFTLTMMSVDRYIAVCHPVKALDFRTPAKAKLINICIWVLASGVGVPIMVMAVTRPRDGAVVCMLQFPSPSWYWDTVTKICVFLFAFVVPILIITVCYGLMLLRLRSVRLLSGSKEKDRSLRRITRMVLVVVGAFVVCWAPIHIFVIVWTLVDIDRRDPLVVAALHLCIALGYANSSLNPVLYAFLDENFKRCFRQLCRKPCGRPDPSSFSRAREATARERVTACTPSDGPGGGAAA
# HTR5A inv ctr: counter-screen for OPRM1-OPRD1 inverse agonists: human HTR5A inverse agonism. inhibition, % at 9.3 µM. HTR5A cell line, luminescence. actives 0.083% (n = 340,000); in the data active means inhibition mostly above about 23%, no sharp cut-off; inactive means mostly below about 18%;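 further: 0% = cells with DMSO and 100% = no-cell wells with DMSO; some compounds called inactive have numbers as strong as hits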
# MOR-DOR ag: OPRM1-OPRD1 heterodimerization agonism. actives 0.3% (n = 340,000). activation, % at 9.3 µM. cells, luminescence; in the data active means activation above about 18%;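 further: 0% = vehicle-treated cells and 100% = reference agonist; values of inactives mirror those of a sister screen read the other way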
# E coli growth: counter-screen for AddAB inhibitors: E. coli growth inhibition | inhibition, % at 11.9 µM | E. coli V3065 growth, OD600 absorbance, 18 h | actives 0.27% (n = 330,000);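 active means inhibition above the campaign's mean inhibition across all tested compounds plus 3 SD, cut at about 9.9% in these data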;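 further: uninfected addAB+ strain grown without phage in ampicillin broth; 0% = DMSO wells and 100% = ciprofloxacin 0.95 µg/ml wells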
# AddAB inh: less growth of phage-infected E. coli with AddAB. E. coli expressing H. pylori AddAB, absorbance growth. inhibition, % at 11.9 µM. actives 0.29% (n = 330,000). AID 435030; in the data active means inhibition above about 12%;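 further: 0% = vehicle wells of infected cells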
# Mot1-301 SUMO: inhibitors of SUMOylation pathway: yeast Mot1-301 growth rescue; S. cerevisiae Mot1-301 growth rescue, ATP luminescence, 38.5C; percent above DMSO median, 100 means doubled; growth rescue, % at 18.8 µM; actives 1% (n = 320,000); AID 2716;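 active means every valid replicate shows activation above 250% relative to neutral control wells; inactive means the rest, any valid replicate at or below 250%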;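 further: OY570 slx delta 5 strain wells were the positive control but not used for scaling; some compounds called inactive have numbers as strong as hits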
# PfHsp90 yeast 2: reduces growth (ATP signal) of yeast expressing P. falciparum Hsp90. S. cerevisiae expressing PfHsp90, BacTiter-Glo ATP, 48 h; yeast lacking PDR1 and PDR3 efflux regulators. inhibition, % at 9.4 µM. actives 0.32% (n = 310,000);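 active means every replicate shows inhibition above about 80%, whatever the replicate mean, limit read from the data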;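 further: 0% = DMSO neutral controls and 100% = 20 µM radicicol positive controls; yeast relying on Plasmodium falciparum Hsp90 in place of its own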
# The depositor's hits bear a star; x = not tested or not shown. Outcome played no part in choosing rows. About 2.2% of those tested had a hit in this group.
SMILES,phage Ecoli inh,PKA-R1A activ,Tat transport,PKA-R2B activ,MOR-DOR inv ag,HTR5A inv ctr,MOR-DOR ag,E coli growth,AddAB inh,Mot1-301 SUMO,PfHsp90 yeast 2
CC(OC(=O)COc1ccccc1[N+](=O)[O-])C(=O)Nc1ccc(N2CCOCC2)cc1 (stereo not given),0.6,2,0,-5,9,12,-1.6,0.9,0.7,x,-10
O=C(c1cc(F)ccc1F)C1CCCN(C(=O)c2cccs2)C1 (stereo not given),3.4,10,-3,3,13,0,-2.5,1.7,1.4,3,-4
CCn1cc(C(=O)NCc2ccccc2Cl)cn1,1.3,-2,-9,-9,-12,-3,2.2,0.0,0.1,-8,-7
COc1ccc(OC(C)C(=O)N2CCCc3ccccc32)cc1 (stereo not given),0.5,-3,2,-13,-4,14,0.8,2.0,5.0,-43,9
CCc1cc(=O)oc2c(C)c(OCC(=O)N3CCC[C@@H]3C(=O)O)ccc12,2.6,-2,-1,1,0,-8,-0.1,-0.5,2.2,12,0
O=C1CN(C(=O)c2ccccc2C(=O)O)c2ccccc2N1,1.5,1,-1,-11,7,-13,-1.4,0.2,5.2,-10,0
O=C(NCc1cccc(F)c1)c1cccc2c1C(=O)c1ccc(N3CCC(Cc4ccccc4)CC3)cc1S2(=O)=O,x,6,-10,-5,8,-9,-1.4,0.2,1.4,3,-4
COc1cccc(/C=C(/C#N)c2ccc(Cl)cc2)c1OCc1cccc(C(=O)O)c1,2.9,6,0,13,11,-7,-2.1,0.0,2.7,-1,-32
CCCCCc1nnc(NS(C)(=O)=O)s1,2.2,-4,-4,-5,4,-22,-0.7,2.0,3.1,102,-11
Cc1ccc(NC(=O)c2nc[nH]c2C(=O)NCCCCCNC(=O)OC(C)(C)C)cc1,2.6,-6,-4,-17,-67,-7,11,-1.0,0.7,-3,-9
Cc1ccc(CN2CC(C(=O)NCCCSc3ccccc3)CC2=O)cc1 (stereo not given),-1.9,2,11,-1,12,-41,-2.1,-0.6,0.4,1,4
COc1ccc(CCN(C(=O)c2snc(C(N)=O)c2N)C(C)C(=O)NC2CCCCC2)cc1OC (stereo not given),0.2,7,-2,2,1,14,-0.1,0.8,1.5,-5,15
Cc1ccc(COc2ccc(Br)cc2/C=N/O)cc1,2.5,-9,11,-12,7,7,-1.3,-2.1,-6.8,74,-15
COc1ccc(C(=O)/C=C/C(=O)N(Cc2ccc(F)cc2)C(C(=O)NC2CCCCC2)c2ccncc2)c(O)c1 (stereo not given),x,0,13,-11,-9,9,1.6,1.5,0.5,25,49
CN1C(=O)N(CC(=O)N2CCN(S(=O)(=O)c3ccc4c(c3)CCC4)CC2)C(=O)C12CCCCC2,1.8,-2,4,6,6,-7,-1.2,x,x,x,-8
Cc1ccc(OCC(=O)Oc2c(C)cccc2C)cc1C,-0.7,-8,11,4,-23,-14,4.7,-1.0,4.2,-1,2
COc1ccc(NC(=O)COC(=O)C2CC(=O)N(c3ccc(OC(C)C)cc3)C2)cc1 (stereo not given),2.2,2,9,-11,-7,-5,0.8,-0.3,0.9,-3,21
Cc1c(C(=O)Nc2nc3ccccc3[nH]2)cccc1[N+](=O)[O-],2.0,-2,-6,-6,3,-11,-0.5,-2.1,2.5,4,10
Cc1ccc(C(=O)NNC(=O)c2ccc(-n3cncn3)c([N+](=O)[O-])c2)cc1,0.4,-15,-3,-22,15,-12,-2.9,0.4,2.4,-3,24
Cn1c(=O)c2c(nc(N3CCCCC3)n2CCCNC2=NCCCC2)n(C)c1=O,4.8,-15,3,1,16,-12,-3.2,-0.7,3.6,3,6
COc1ccc(-c2cc(CNS(=O)(=O)c3ccc(F)cc3)on2)cc1,0.6,-14,12,-7,3,-8,-0.7,1.7,3.0,11,-3
CC1CCCN(C(=O)c2ccc(Cl)c(S(=O)(=O)N3CCCCCC3)c2)C1 (stereo not given),1.2,6,4,8,3,-11,-0.9,1.1,2.9,0,34
Cc1ccc(N2CCN(CCc3nc4cc(NS(C)(=O)=O)ccc4n3C)CC2)cc1,2.2,0,-6,-7,10,-3,-2.0,-0.9,-1.1,102,-21
CCOC(=O)C1(CCOC)CCN(Cc2cccc(OCc3ccccc3)c2)CC1,1.9,-4,18,-1,-30,-17,6.4,-2.2,2.0,8,15
COc1ccc(CCCNC(=O)C2CCC(=O)N(Cc3ccccc3F)C2)cc1 (stereo not given),-1.8,-13,-7,1,12,-1,-2.4,1.1,0.1,-7,-19
Cn1c(=S)[nH]c2sc3c(c2c1=O)CCC(C(C)(C)C)C3 (stereo not given),4.9,-1,0,-7,4,-15,-0.8,-1.0,0.2,-6,-10
CCOc1ccc(OCCn2c(=S)[nH]c3ccccc32)cc1,0.9,-11,-2,0,-20,2,4.1,x,x,6,-19
C/C(=N\NC(=S)NC1CCCCC1)c1ccc(O)cc1,2.9,-15,1,-4,4,-4,-0.8,0.2,1.3,10,x
c1ccc(Nc2ccccc2Nc2ccccn2)nc1,2.3,1,0,2,-13,12,2.3,3.7,1.8,0,x
CCOc1ccc(N2C(=O)CC(N(CCc3ccc(OC)cc3)C(=O)/C=C/C(=O)O)C2=O)cc1 (stereo not given),1.7,6,-3,-3,8,-34,-1.5,-1.4,0.1,56,-1
NC(=O)c1ccsc1NC(=O)COC(=O)Cc1ccsc1,-1.1,-2,-17,-4,7,14,-1.2,-1.1,0.5,-10,x
Cc1cccc(NC(=O)CN2CCN(CC(=O)NCc3ccc(Cl)cc3Cl)CC2)c1C,2.5,-5,-1,-2,6,-10,-1.5,-0.3,1.5,7,-22
CCOC(=O)C1(CCOc2ccccc2)CCN(Cc2ccc(O)cc2)CC1,2.4,-14,0,10,-2,27,0.5,0.6,4.1,47,-5
CNc1nc(N)c([N+](=O)[O-])c(Nc2cccc(F)c2)n1,2.8,2,-9,2,-5,4,0.9,-1.2,-2.1,62,12
Cc1noc(NS(=O)(=O)c2ccc(N/C=C\C(=O)c3cccs3)cc2)c1C,6.1,-1,0,-3,7,5,-1.3,6.8,9.0,-10,0
CCCCCOc1ccc(NC(=O)CSc2cccc3cccnc23)cc1,1.6,10,9,1,-13,0,2.8,1.6,0.7,22,-3
COC(=O)NC1c2ccccc2Oc2ccccc21,0.9,-14,-2,-7,19,-6,-4.3,-0.6,-1.2,280,-13
COc1ccc(OCC(O)CN2CCNCC2)cc1 (stereo not given),-0.8,1,1,-3,8,-11,-1.7,x,x,-5,-11
Cc1ccc2c(CC(=O)NC3CCCc4ccccc43)coc2c1 (stereo not given),2.9,-8,8,-9,-5,-6,1.1,0.5,5.3,5,-5
O=C(N/N=C/c1cccnc1)c1ccc2ccccc2c1O,2.0,-3,-5,8,-15,-4,3.6,x,x,-9,8
COCCNC(=O)/C(C#N)=C/c1ccc(OCc2ccc(F)cc2)cc1,4.8,-8,1,-10,6,17,-1.2,0.4,2.0,11,-8
COc1ccc(OCC(O)CNS(=O)(=O)c2cccs2)cc1 (stereo not given),0.1,5,2,-7,5,-1,-1.2,-1.4,0.2,-6,30
CCOc1ccc(C2C=C(c3ccc(C)cc3)Nc3nnnn32)cc1 (stereo not given),0.5,0,2,8,-22,-16,3.8,0.5,3.3,-21,x
O=C(c1ccc(Sc2ccccc2)c([N+](=O)[O-])c1)N1CCOCC1,0.5,10,3,2,6,-2,-1.2,-1.7,-0.9,11,-17
CN(NC(=O)C1CC(=O)N(c2ccccc2)C1)C1=NS(=O)(=O)c2ccccc21 (stereo not given),2.2,0,-5,-14,-27,3,3.8,-1.4,1.0,-6,-3
O=C(Nc1ccc(NC(=O)c2cccs2)cc1)c1cccs1,3.5,6,-4,7,-6,0,1.0,1.6,4.8,19,10
CCOC(=O)c1c(-c2ccccc2)cn2ccccc12,4.0,0,5,-12,-13,6,3.2,-1.8,2.4,-13,11
O=C(CCNC(=O)C1CCN(S(=O)(=O)c2ccccc2)CC1)NCc1ccncc1,2.0,-5,9,-1,12,11,-2.4,-1.7,0.8,31,-14
COc1ccc2nc(SCC(=O)NCC(F)(F)F)[nH]c2c1,1.8,3,2,-9,3,8,-0.6,4.3,1.2,4,24
CCOC(=O)N1CCN(c2ncnc3c2oc2nc(C(C)C)c4c(c23)CCC4)CC1,0.8,-4,7,-13,15,-6,-3.2,-1.7,0.7,-8,x

# Arranged by SMILES length (smallest number first): 3 of the compounds above.
SMILES,phage Ecoli inh,PKA-R1A activ,Tat transport,PKA-R2B activ,MOR-DOR inv ag,HTR5A inv ctr,MOR-DOR ag,E coli growth,AddAB inh,Mot1-301 SUMO,PfHsp90 yeast 2
O=C(Nc1ccc(NC(=O)c2cccs2)cc1)c1cccs1,3.5,6,-4,7,-6,0,1.0,1.6,4.8,19,10
CCOc1ccc(C2C=C(c3ccc(C)cc3)Nc3nnnn32)cc1 (stereo not given),0.5,0,2,8,-22,-16,3.8,0.5,3.3,-21,x
CN(NC(=O)C1CC(=O)N(c2ccccc2)C1)C1=NS(=O)(=O)c2ccccc21 (stereo not given),2.2,0,-5,-14,-27,3,3.8,-1.4,1.0,-6,-3

# Other entries:
SMILES,phage Ecoli inh,PKA-R1A activ,Tat transport,PKA-R2B activ,MOR-DOR inv ag,HTR5A inv ctr,MOR-DOR ag,E coli growth,AddAB inh,Mot1-301 SUMO,PfHsp90 yeast 2
COCCCNC(=O)CN1C(=O)/C(=C\c2ccc(C)cc2)Sc2ccccc21,4.0,-4,7,-1,7,-17,-1.3,0.9,2.1,-14,5
Cc1ccc(NC(=O)CSCC(=O)Nc2ncc3c(n2)CC(c2ccco2)CC3=O)cc1 (stereo not given),2.0,4,-14,4,-2,-23,0.4,-0.1,-0.2,-10,x
C=CCSc1nc2sc(C)c(C)c2c(=O)n1CC=C,2.9,-1,8,-5,-23,3,3.9,2.1,2.6,2,-35
CN(c1ccc(C(=O)Nc2cccc(O)c2)cc1)S(=O)(=O)c1ccccc1,1.0,-8,9,-5,16,14,-3.1,-0.3,3.1,115,0
Cc1csc(SCC(=O)N(C)C2CCS(=O)(=O)C2)n1 (stereo not given),4.1,1,1,6,11,4,-2.2,x,x,x,39
CC(C)N1CCc2c(sc(NC(=O)Cc3ccccc3)c2C(N)=O)C1,3.8,-2,5,2,-6,-41,1.1,0.7,0.0,-5,8
COc1ccc(CNC(=O)NCc2ccc(OC)c(OC)c2)cc1OC,2.0,-3,-2,1,15,16,-2.5,0.3,0.0,102,-1
NC(=O)c1ccsc1NC(=O)COC(=O)C1=NNC(=O)CC1,1.8,-8,-3,-10,12,8,-3.1,0.5,1.3,24,x
COC(=O)C1=C(C)NC(=S)N(C(C)=O)C1c1ccc(OC)c(OC)c1 (stereo not given),4.3,-7,-2,-4,17,-25,-3.6,0.0,0.3,160,8
CC(C)(C)c1ccc(-c2c(C(=O)O)c(C(=O)O)c3n2CSC3)cc1,2.9,-3,15,-10,17,-3,-3.6,-0.6,-1.9,30,-14
COc1ccc(CNC(=O)c2cccc(S(=O)(=O)N3CCN(C)CC3)c2)cc1,4.8,x,5,x,x,x,x,-1.0,1.2,-14,-27
Cc1ccc(-c2nc(S(=O)(=O)c3ccc(C)cc3)c(N(C)C)o2)cc1,1.7,4,3,3,20,-10,-3.9,-0.3,-0.3,-16,6
